# High-throughput results (PubChem)
# FLuc inhib CS: Photinus pyralis luciferase inhibition counter-screen; inhibition, % at 10 µM; AID 1006; ATPLite firefly luciferase biochemical luminescence, 10 min; actives 1.5% (n = 200,000);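 active = inhibition above about 50% when tested at 10 µM, limit read from the data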
# Target sequence (P08659 whole entry, looked up): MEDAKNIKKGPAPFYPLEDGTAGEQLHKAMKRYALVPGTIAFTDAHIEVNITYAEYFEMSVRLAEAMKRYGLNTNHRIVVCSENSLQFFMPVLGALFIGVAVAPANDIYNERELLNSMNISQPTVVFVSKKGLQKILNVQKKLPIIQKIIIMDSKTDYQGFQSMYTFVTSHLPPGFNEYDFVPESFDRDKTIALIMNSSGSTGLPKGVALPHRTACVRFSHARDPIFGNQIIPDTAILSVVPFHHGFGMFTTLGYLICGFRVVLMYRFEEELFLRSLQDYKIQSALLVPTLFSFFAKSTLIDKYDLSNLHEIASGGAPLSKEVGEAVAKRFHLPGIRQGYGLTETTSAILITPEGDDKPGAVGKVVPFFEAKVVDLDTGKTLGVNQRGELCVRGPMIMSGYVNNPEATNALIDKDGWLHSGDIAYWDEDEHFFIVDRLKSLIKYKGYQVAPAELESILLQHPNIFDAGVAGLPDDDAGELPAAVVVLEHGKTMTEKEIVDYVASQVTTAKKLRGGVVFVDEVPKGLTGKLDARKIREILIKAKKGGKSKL
# STAT1 activator: activators of IFN-gamma induced STAT1 signaling | NIH 3T3 STAT1-luciferase reporter, luminescence; 100% = IFN-gamma alone, no compound | activation (% of control), % at 5.5 µM | actives 2.6% (n = 200,000);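 active = activation above the screen-wide mean activation plus 3 SD, cut at about 130% in these data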;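 note: raw ratio to IFN-gamma control signal so 100% means no change and 0% no light; values of inactives mirror those of a sister screen read the other way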
# STAT3 blocker: reduces IL-6 driven STAT3 reporter signal; U3A cells, IL-6 STAT3-luciferase reporter, luminescence; host cell line lacks STAT1; inhibition, % at 5.5 µM; actives 0.89% (n = 190,000); AID 862;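 active = inhibition above the mean inhibition across all screened compounds plus 3 SD, cut at about 44% in these data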;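 note: 0% = DMSO only wells and 100% = 100 µM nifuroxazide control wells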
# RAM inhibit: inhibitors of the yeast RAM network; AID 868; actives 1.8% (n = 190,000); S. cerevisiae dse1pr::URA3 reporter, 5-FOA growth OD615, 2 d; analog-sensitive cbk1-as2 kinase mutant strain; inhibition, % at 50 µM;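 active = inhibition above a set limit, 3 SD over mean compound inhibition, cut at about 8.4% in these data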;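 note: 0% = DMSO-only wells with no growth and 100% = 10 µM 1-NA-PP1 full growth; inhibition rescues growth on 5-FOA so higher OD means more RAM inhibition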
# Hsp70 act: switches on Hsp70 transcription; HeLa Hsp70 promoter luciferase reporter, luminescence; scaled: vehicle 0, proteasome-inhibitor control 100%; activation, % at 10 µM; actives 0.04% (n = 200,000);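 active = activation above the mean across all tested compounds plus 3 SD, cutoff set per campaign, cut at about 5.5% in these data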;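 note: 100% = MG132 at 30 µM as the positive control and 0% = DMSO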
# STAT3 activator: increases IL-6 driven STAT3 reporter signal | activation (% of control), % at 5.6 µM | actives 0.91% (n = 190,000) | U3A cells, IL-6 STAT3-luciferase reporter, luminescence; 100% = signal with IL-6 EC80 alone;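 active = activation above the screen-wide mean of compound activation plus 3 SD, cut at about 130% in these data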;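 note: 0% = background luminescence of wells with medium and substrate only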
#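 System – human U3A cells carrying STAT3-luciferase construct · Probe or stimulus – Interleukin-6, 33 ng/mL · Schedule – compound 1 h, then IL-6 6 h at 37 °C · Signal – luminescence from STAT3-driven luciferase reporter · Evaluation – percent of IL-6-only median luminescence · Benchmarks – IL-6-only high control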
# APP 5'UTR act: APP 5'UTR luciferase reporter activation | SH-SY5Y APP 5'UTR luciferase reporter, luminescence; zero percent = DMSO vehicle wells | activation, % at 2 µM | actives 1% (n = 190,000) | AID 1276;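 active = activation above a set limit, based on mean plus 3 SD of controls, cut at about 140% in these data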; note: values of inactives mirror those of a sister screen read the other way
# APP 5UTR inh: APP translation inhibition. actives 0.82% (n = 190,000). SH-SY5Y APP 5'UTR-luciferase reporter, luminescence. inhibition, % at 2 µM;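 active = inhibition above a set limit, derived from the sample mean plus 3 SD, cut at about 45% in these data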; note: values of inactives mirror those of a sister screen read the other way
# NF-kB expr up: compounds increasing NF-kB expression in human neuronal cells. NF-kB reporter expression; active compounds read high. fold change at 12.5 µM. actives 1.6% (n = 190,000); in the data active = fold change above about 3.3
# STAT1 blocker: STAT1 signaling inhibition. NIH 3T3 STAT1-luciferase reporter, IFN-gamma, luminescence. inhibition, % at 5.5 µM. actives 0.35% (n = 200,000);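 active = inhibition above a set limit, the mean inhibition across all tested compounds plus 3 SD, cut at about 34% in these data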;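 note: 0% = IFN-gamma with DMSO and 100% = IFN-gamma with 300 µM nifuroxazide; values of inactives mirror those of a sister screen read the other way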
# Starred values were filed as active, the others as inactive; . = not tested or not shown.
SMILES,FLuc inhib CS,STAT1 activator,STAT3 blocker,RAM inhibit,Hsp70 act,STAT3 activator,APP 5'UTR act,APP 5UTR inh,NF-kB expr up,STAT1 blocker
Cc1c(Cl)cccc1S(=O)(=O)N1CCC(C(=O)NNC(=O)C2CC2)CC1,-1,98,5,1.6,-0.3,98,11,-11,1.1,0
N#CC1=C(N)OC2=C(CC/C2=C\c2ccccc2Cl)C1c1ccccc1Cl (configuration not stated),3,98,-3,5.4,-0.3,99,-4,4,2,2
CCCCn1c(/N=C/c2c[nH]c3ccccc23)nc2ccccc21,13,95,1,-1.6,-0.3,102,-14,14,0.86,6
CCCNC(=O)C1CNc2ccccc2O1 (configuration not stated),-8,106,-34,2.6,-0.1,134*,-8,8,1.1,-7
COc1cccc(-c2ccc(=O)n(CC(=O)Nc3cc4c(cc3NC(C)=O)OCCO4)n2)c1,-2,100,7,2.4,0.4,98,2,-2,0.96,0
Cc1sc2ncn(-n3c(C)ccc3C)c(=O)c2c1C,-2,106,-2,2.2,-0.1,104,-5,5,1.1,-7
COc1ccc(NS(=O)(=O)c2cccc(C(=O)N/N=C(\C)c3ccc(-n4ccnc4)cc3)c2)cc1,0,106,8,0.3,-0.2,99,16,-16,0.85,-6
COC(=O)Cc1csc(Nc2ccccc2)n1,-1,101,2,0.4,-0.3,98,14,-14,1.4,-1
NC(=O)C[C@@H]1N[C@]2(C(=O)Nc3ccccc32)[C@@H]2C(=O)N(C3CCCCC3)C(=O)[C@H]12,-3,100,0,0.3,0.5,102,1,-1,1.1,0
COc1ccc(N(Cc2nnc3n2CCCCC3)C(=O)Nc2ccccc2)cc1,-8,100,5,0.9,-0.3,97,21,-21,1.2,-2
COc1ccc(-c2nn(CCC(=O)O)cc2/C=C/C(=O)O)cc1[N+](=O)[O-],-3,93,8,-0.4,-0.3,97,20,-20,1.2,8
O=C(CO/N=C/c1ccccc1OC(F)F)N1CCc2ccccc21,-3,103,-17,5.3,-0.1,110,9,-9,1,-3
O=C(NC(=S)N1CCCc2ccccc21)c1ccc(Cl)cc1,7,111,-50,1.3,-0.4,142*,48,-48,1,-13
Cc1cccc(C(=O)Nc2nccs2)c1[N+](=O)[O-],-5,98,-5,3.4,-0.5,102,-5,5,1.2,2
CN(C)c1ccc(CN(C(=O)COc2ccc(Br)cc2)C2CCS(=O)(=O)C2)cc1 (configuration not stated),-5,106,6,-0.5,-0.4,98,-9,9,1,-6
Cc1ccc(N2C(=O)C(CN3CCOCC3)C2c2ccccc2)cc1 (configuration not stated),1,93,7,0.2,-0.3,103,5,-5,1.1,6
COc1ccc(NC(=O)c2sccc2OS(=O)(=O)N(C)C)cc1,-5,97,13,1.2,0.0,93,13,-13,1.2,1
CC(C)CCNC(=O)COC(=O)c1cc(Br)c(Br)s1,-1,102,7,4.2,0.1,101,-1,1,1.1,-3
Cc1cccc(N2CCN(C(=O)c3cnn4c(C(F)F)cc(-c5ccccc5)nc34)CC2)c1C,-3,101,2,12*,-0.1,103,4,-4,0.53,-1
COc1ccc(/C=C2\SC(=N)N(c3ccc(F)cc3)C2=O)cc1OC,3,87,12,0.8,-0.3,93,9,-9,1.2,13
CC(=O)Nc1ccc(NC(=O)COc2ccc([N+](=O)[O-])cc2)cc1,-4,99,-21,4.0,0.1,119,-26,26,1.1,-1
Cc1nn(C(C)C(=O)N2CCN(c3ccccn3)CC2)c(=O)c2cc3occc3n12 (configuration not stated),-7,98,3,2.0,-0.1,103,8,-8,0.98,1
CCc1nc(SCC(=O)Nc2nc3c(s2)CCCC3)c2ccccc2n1,-10,96,15,1.3,0.2,93,10,-10,1.1,4
CCOc1cc(CNn2nnnc2N)cc(Cl)c1OCC(=O)NC(C)(C)C,-4,96,8,1.1,-0.1,96,-7,7,1.5,5
COCC(=O)Nc1cc([N+](=O)[O-])ccc1OC,-4,102,13,1.1,-0.5,90,-12,12,1.1,-3
COc1cc(/C=N/Nc2nc(C)nc3c2cnn3-c2ccccc2)ccc1O,0,109,30,0.3,-0.3,79,-50,50*,0.5,-11
CCOC(=O)CNC(=O)c1cc(-c2ccc3c(c2)OCCO3)oc1C,13,104,-16,2.8,0.0,118,-2,2,2.1,-5
CCOC(=O)CC1C(=O)NCCN1Cc1ccc(OC)c(OC)c1 (configuration not stated),-1,93,6,2.3,-0.1,96,17,-17,1.2,8
CCn1cc([N+](=O)[O-])c(C(=O)N2CCCC2)n1,-5,97,-2,0.3,-0.3,107,16,-16,0.94,3
COc1ccc(CN2CCN(C(=O)c3cccs3)CC2)cc1,-8,105,12,0.6,-0.1,95,10,-10,0.93,-5
Cc1cc(F)c(F)c(C(=O)N2CCC(C)CC2)c1Cl,-10,101,0,-0.5,-0.2,102,-1,1,1.2,-3
NC(=O)CNc1n[nH]c(=S)[nH]c1=O,-1,100,9,0.1,-0.2,97,3,-3,1.2,-2
COc1ccc(NC(=O)COn2nnc3ccc(Cl)cc32)cc1OC,-5,104,9,1.1,0.0,97,11,-11,0.98,-4
COc1ccc(-n2c(Cc3cc(=O)[nH]c(=O)[nH]3)nnc2SCc2ccccc2)cc1,-1,99,-23,1.7,-0.5,123,0,0,1.1,1
CCCOc1ccc2oc(=O)c3c(c2c1)CCCN3C(=O)CN1CCN(c2ncccn2)CC1,-10,95,5,.,0.0,97,-16,16,.,4
COCC(=O)NNC(=O)c1ccc(OC)cc1,-3,98,15,1.5,-0.2,94,12,-12,0.96,2
Cc1ccc(S(=O)(=O)NC(=NCC(=O)O)c2ccc(F)cc2)cc1,-5,100,9,0.5,-0.3,98,1,-1,1.1,1
Cc1cc(NC(=O)c2ccc(Cl)c(S(=O)(=O)N3CCOCC3)c2)no1,-1,96,4,2.9,-0.1,100,-4,4,1,1
Cc1cc2nc(-c3cccnc3SCC(=O)NCc3ccco3)[nH]c2cc1C,.,99,24,2.1,-0.3,84,119,-119,5.3*,1
C/C(=N/NS(=O)(=O)c1ccc(Br)cc1)c1ccc(NC(=O)c2ccc(C)o2)cc1,0,99,25,3.1,0.0,85,12,-12,1.7,2

# 5 of the entries above in order of the NF-kB expr up value, low to high.
SMILES,STAT1 activator,RAM inhibit,Hsp70 act,STAT3 activator,APP 5'UTR act,APP 5UTR inh,NF-kB expr up,STAT1 blocker
COc1ccc(CN2CCN(C(=O)c3cccs3)CC2)cc1,105,0.6,-0.1,95,10,-10,0.93,-5
Cc1nn(C(C)C(=O)N2CCN(c3ccccn3)CC2)c(=O)c2cc3occc3n12 (configuration not stated),98,2.0,-0.1,103,8,-8,0.98,1
Cc1cc(NC(=O)c2ccc(Cl)c(S(=O)(=O)N3CCOCC3)c2)no1,96,2.9,-0.1,100,-4,4,1,1
COCC(=O)Nc1cc([N+](=O)[O-])ccc1OC,102,1.1,-0.5,90,-12,12,1.1,-3
NC(=O)CNc1n[nH]c(=S)[nH]c1=O,100,0.1,-0.2,97,3,-3,1.2,-2

# Next section.
SMILES,FLuc inhib CS,STAT1 activator,STAT3 blocker,RAM inhibit,Hsp70 act,STAT3 activator,APP 5'UTR act,APP 5UTR inh,NF-kB expr up,STAT1 blocker
Cc1cccc(Oc2c(C=O)c3ccccc3n2C)c1,-8,95,8,1.9,-0.3,101,3,-3,0.96,3
COc1ccc(-c2nnc(SCCc3ccccc3)n2N)cc1,-1,102,10,2.7,0.1,94,15,-15,1.3,-2
O=C(NC12CCC(O)C(SC1)/C2=N/O)c1ccccc1 (configuration not stated),-5,101,6,0.6,0.6,99,11,-11,0.99,-1
Cc1ccc(/C=C/C(=O)N2CC(=O)Nc3ccccc32)o1,4,92,4,0.8,-0.2,103,11,-11,1.3,7
COc1cccc(-c2cc(C(F)(F)F)nc(N3CCN(c4ccccc4)CC3)n2)c1,-7,94,3,16*,0.0,100,-5,6,1.7,6
O=C(c1ccc(Cl)cc1)C1CCCN(Cc2cccn2-c2ccccn2)C1 (configuration not stated),-4,94,-5,0.5,-0.3,107,-16,16,0.96,5
CCOC(=O)c1cc2c(ccc3ccccc32)oc1=O,-2,100,12,0.0,-0.3,93,-8,8,1.3,-2
CC(C)(C)CC(=O)Nc1ccc(Nc2ccccc2)cc1,21,109,-13,-0.4,-0.2,111,46,-46,1.7,-10
Cc1ccc(/C=N/c2sc3c(c2C(N)=O)CCCC3)o1,27,146*,5,5.0,0.3,100,92,-92,2,-53
O=C(c1cc2sccc2n1Cc1ccccc1)N1CCc2ccccc21,-4,105,-7,4.5,-0.3,109,14,-14,0.9,-5
Cc1ccc(OC(C)C(=O)N2CCc3ccccc32)cc1 (configuration not stated),-5,100,-16,0.0,-0.1,117,2,-2,1.2,0
CCCn1c(SCC(=O)Nc2cccc(S(=O)(=O)NC3=NCCCCC3)c2)nc2ccccc2c1=O,-6,88,8,4.0,0.0,102,15,-15,1.1,12
CCCc1cc(=O)oc2cc(C)cc(O)c12,-6,92,8,1.5,-0.2,94,-2,2,0.97,8
CC(OC(=O)C1=Cc2ccccc2OC1)C(=O)NC1CCCC1 (configuration not stated),-5,91,28,1.6,-0.1,81,2,-2,1.1,10
O=C(NC1CCCc2ccccc21)c1n[nH]c(=O)c2ccccc12 (configuration not stated),-4,85,24,3.0,0.7,81,-15,15,0.87,17

# Reprinted at random: five compounds from above
SMILES,FLuc inhib CS,STAT1 activator,STAT3 blocker,RAM inhibit,Hsp70 act,STAT3 activator,APP 5'UTR act,APP 5UTR inh,NF-kB expr up,STAT1 blocker
CCCc1cc(=O)oc2cc(C)cc(O)c12,-6,92,8,1.5,-0.2,94,-2,2,0.97,8
Cc1ccc(N2C(=O)C(CN3CCOCC3)C2c2ccccc2)cc1 (configuration not stated),1,93,7,0.2,-0.3,103,5,-5,1.1,6
Cc1ccc(/C=N/c2sc3c(c2C(N)=O)CCCC3)o1,27,146*,5,5.0,0.3,100,92,-92,2,-53
CCOc1cc(CNn2nnnc2N)cc(Cl)c1OCC(=O)NC(C)(C)C,-4,96,8,1.1,-0.1,96,-7,7,1.5,5
Cc1ccc(/C=C/C(=O)N2CC(=O)Nc3ccccc32)o1,4,92,4,0.8,-0.2,103,11,-11,1.3,7
